GLP1R ag = agonists of human GLP-1 receptor | AID 624172 | HEK293 GLP-1R CRE-luciferase, luminescence, 4-6 h; cells express a hypersensitive GLP-1R form | actives 0.007% (n = 380,000) | P43220 | Potency, µM (highest dose often 45.6 µM), inactives show at the highest dose activation, hits mostly activators; note: potency is the fitted concentration of half-maximal effect; % of control where 0% means no effect
Target sequence (P43220 whole entry, looked up): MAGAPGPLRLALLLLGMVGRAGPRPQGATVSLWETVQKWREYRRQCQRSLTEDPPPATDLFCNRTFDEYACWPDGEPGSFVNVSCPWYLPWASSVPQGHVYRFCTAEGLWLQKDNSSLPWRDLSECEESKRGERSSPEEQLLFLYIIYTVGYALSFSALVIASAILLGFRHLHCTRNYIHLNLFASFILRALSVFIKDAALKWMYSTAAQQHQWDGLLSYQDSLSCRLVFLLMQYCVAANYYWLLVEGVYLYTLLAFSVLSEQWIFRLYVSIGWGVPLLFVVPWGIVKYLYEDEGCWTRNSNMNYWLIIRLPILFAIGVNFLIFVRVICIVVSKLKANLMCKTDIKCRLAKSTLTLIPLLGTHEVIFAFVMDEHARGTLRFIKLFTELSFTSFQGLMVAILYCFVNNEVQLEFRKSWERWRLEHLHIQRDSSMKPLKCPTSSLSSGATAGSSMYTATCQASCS
HT1080-NT tox = kills 2HG-producing HT-1080-NT fibrosarcoma cells; HT-1080-NT fibrosarcoma viability, CellTiter-Glo ATP luminescence, 48 h; Potency, µM (series often up to 46.1 µM), inactives show at the highest dose activity, negative = less viability, actives largely listed as cytotoxic; actives 1.6% (n = 360,000);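 note: NT is the 2HG producing partner of a matched IDH1 knockdown line; potency is the fitted concentration of half-maximal effect; 0% = DMSO-treated cells and -100% = media-only wells without cells; nearly all actives have a fitted effect of over 55% in size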
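Compounds were tested in concentration-response format on HT-1080-NT cells for 48 hours at 37 degrees C. Cell viability came from CellTiter-Glo luminescence; curves were classified by r2, response magnitude and activity.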
IL1B secr inh = inhibitors of inflammasome signaling (IL-1 beta secretion). THP-1 LPS/ATP IL-1B secretion, AlphaLISA, 16 h; active compounds read low. activity change, % at 57.5 µM. actives 4.7% (n = 360,000); in the data active = activity change below about -50%; inconclusive = mostly about -30% to -49%; note: % is set by controls: 0 for no effect and ±100 for the full control effect
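Secreted IL-1B measured by AlphaLISA bead assay after 16 h compound exposure of THP-1 cells; compounds (final up to 57.5 uM) added 1 h before LPS (250 ng/mL) and ATP (1.25 mM) stimulation; lower signal means less secretion.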
KB-V1 MDR tox = kills drug-selected multidrug resistant KB-V1 cells; KB-V1 MDR cells viability, CellTiter-Glo, 72 h; Potency, µM (highest dose often 46.1 µM), without a hit: at the top dose activity change, negative = cytotoxicity, most hits filed as cytotoxic; actives 3.4% (n = 400,000); note: potency is the fitted concentration of half-maximal effect; % is set by controls: 0 for no effect and ±100 for the full control effect; nearly all actives have a fitted effect of over 60% in size
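Cytotoxicity via CellTiter-Glo luminescence after 72 h compound exposure at 37 degrees C. Cells: drug-selected KB-V1 line, DMEM phenol-red free plus 10% FBS. Compounds tested at multiple concentrations; normalized data fitted to concentration-effect curves.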
HT1080 IDH1KD tx = HT-1080 IDH1 knockdown cell toxicity (counter line). Potency, µM (highest dose often 46.1 µM), without a hit: at the top dose activity, negative = toxicity, most hits filed as cytotoxic. HT-1080 IDH1 knockdown viability, ATP luminescence, 48 h. actives 2% (n = 360,000);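 note: potency is the fitted concentration of half-maximal effect; 0% = DMSO wells and -100% = cell-free medium wells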
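Viability of IDH1-knockdown HT-1080 fibrosarcoma cells was assessed by CellTiter-Glo after 48 h at 37 °C with titrated compound; concentration-effect curves were classified by fit quality and response size.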
SW480 rerep = induces DNA re-replication in SW480 colon adenocarcinoma cells | AID 624297 | Potency, µM (top dose mostly 46.1 µM), inactives show at the top dose re-replication activation, actives largely listed as activators | SW480 DNA re-replication, Hoechst DNA content imaging, 48 h | actives 1.8% (n = 340,000); note: potency is the fitted concentration of half-maximal effect; % of control where 0% means no effect; nearly all actives have a fitted effect of over 55% in size
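Compounds, transferred as 23 nL by pin tool, were incubated with cells for 48 hr; DNA content per nucleus was then quantified by Hoechst staining and fluorescence plate imaging.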
D3 antag = blocks the human D3 dopamine receptor; D3R cells, DiscoveRx beta-arrestin luminescence, antagonist mode; active compounds read low; max response, negative = inhibition, %; actives 2.5% (n = 360,000); in the data active = max response below about -50%; inconclusive = no clear call, values can overlap the other calls; note: % is set by controls: 0 for no effect and ±100 for the full control effect; mostly tested at two doses, the higher about 12 µM
Target sequence (P35462 whole entry, looked up): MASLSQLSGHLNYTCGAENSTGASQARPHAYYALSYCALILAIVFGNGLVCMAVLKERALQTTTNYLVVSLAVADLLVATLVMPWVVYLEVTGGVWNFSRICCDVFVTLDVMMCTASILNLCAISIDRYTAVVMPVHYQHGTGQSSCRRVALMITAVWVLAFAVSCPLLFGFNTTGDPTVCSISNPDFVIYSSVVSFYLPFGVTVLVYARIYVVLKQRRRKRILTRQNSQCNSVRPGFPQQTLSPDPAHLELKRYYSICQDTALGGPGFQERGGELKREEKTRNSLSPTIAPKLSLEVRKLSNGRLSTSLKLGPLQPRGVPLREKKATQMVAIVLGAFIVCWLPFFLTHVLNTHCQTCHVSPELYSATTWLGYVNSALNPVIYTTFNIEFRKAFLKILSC
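Cells plated overnight at 1500 cells/well, then exposed to library compounds with dopamine controls for 90 minutes at 37 degrees C. DiscoveRx reagent added for 30–60 minutes at room temperature; luminescence read, quantitative HTS format.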
D3 ag = D3 dopamine receptor (human) agonism. D3R DiscoveRx beta-arrestin cells, luminescence, 90 min. max activation, %. P35462. actives 0.58% (n = 410,000); in the data active = max activation above about 30%; note: 0% is about no effect; mostly tested at two doses, the higher about 12 µM
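Agonist-mode cell screen: cells plated at 1500/well and incubated overnight at 37 °C, then exposed to library compounds for 90 min at 37 °C. Detection reagent was added for 30–60 min at room temperature, and luminescence was read.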
KB-3-1 tox = kills parental KB-3-1 adenocarcinoma cells. AID 1347075. KB-3-1 viability, CellTiter-Glo ATP luminescence, 72 h. Potency, µM (top dose mostly 46.1 µM), for inactives: at the highest dose activity change, negative = cytotoxic, hits mostly cytotoxic. actives 1.4% (n = 400,000); note: potency is the fitted concentration of half-maximal effect; % is set by controls: 0 for no effect and ±100 for the full control effect; nearly all actives have a fitted effect of over 60% in size
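Cells are dispensed, compounds pinned in, plates held at 37 °C for 72 h, then CellTiter-Glo is added and luminescence read after 10 minutes. Cell line: parental KB-3-1 in phenol-red-free DMEM, 10% FBS.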
The depositor's hits bear a star; ? = inconclusive; nt = no result given; & = joins results of further samples; [ ] = remark or other dose. Unless noted, calls come from the whole dose curve; as a rule, active = well fitted curve in the direction sought with a large enough effect; inconclusive = small, poorly fitted or top-dose-only effect, or another doubt; inactive = no such curve, though single readings can be large; an effect the other way counts as inactive or inconclusive. Not a hit list; any-hit rate near 12%.

(1) FC(F)(F)c1ccc(-c2nnc(-c3cccnc3)o2)cc1
(2) COc1cc(CNc2ccc(N3CCCC3)cc2)ccc1OCc1ccccc1F
(3) Cc1cc(C)cc(N(CCC#N)C(=O)COC(=O)c2nc3nc(C)cc(C)n3n2)c1
(4) Cc1nn(-c2cccc(Cl)c2)c(Cl)c1/C=N/NC(=O)c1cccs1
(5) CC(=O)c1ccc(Cc2ccc(C(C)=O)cc2)cc1
(6) Cc1ccc(Cc2nc3ccccc3nc2SCC(=O)NCc2ccccc2Cl)cc1
(7) O=C(COC(=O)c1cc([N+](=O)[O-])ccc1N1CCOCC1)c1ccccc1Cl
(8) CSc1cccc(NC(=O)CC(C)n2ccnc2)c1 (centres undefined)
(9) Cc1ccc(F)cc1NC(=O)c1cccc2nccnc12
(10) COc1ccc(N2C(=O)c3ccc(C(=O)OC(C)C)cc3C2=O)cc1
Compound	1	2	3	4	5	6	7	8	9	10
GLP1R ag	1%	0%	0%	3%	9%	0%	18%	37%	3%	0%
HT1080-NT tox	20%	-7%	-5%	-2%	4%	nt	11%	-3%	14%	-23%
IL1B secr inh	14	-20	10	-2	-4	nt	-21	11	0	4
KB-V1 MDR tox	-19%	-16%	-24%	?	-14%	3%	-15%	0%	?	-34%
HT1080 IDH1KD tx	10%	-4%	-4%	?	7%	nt	-2%	7%	15%	0%
SW480 rerep	1%	?	3%	?	1%	nt	-1%	-3%	-10%	?
D3 antag	19	12	-5	-26	-23	nt	-11	0	-24	-24
D3 ag	0	5	-2	-8	0	7	0	-5	6	-3
KB-3-1 tox	0%	2%	11%	?	0%	13%	14%	20%	-14%	18µM*

Profiles, looked up by structure. Order of screens: GLP1R ag	HT1080-NT tox	IL1B secr inh	KB-V1 MDR tox	HT1080 IDH1KD tx	SW480 rerep	D3 antag	D3 ag	KB-3-1 tox
Results for COc1ccc(N2C(=O)c3ccc(C(=O)OC(C)C)cc3C2=O)cc1 : 0%	-23%	4	-34%	0%	?	-24	-3	18µM*
Results for Cc1nn(-c2cccc(Cl)c2)c(Cl)c1/C=N/NC(=O)c1cccs1 : 3%	-2%	-2	?	?	?	-26	-8	?
Results for CSc1cccc(NC(=O)CC(C)n2ccnc2)c1 (centres undefined) : 37%	-3%	11	0%	7%	-3%	0	-5	20%
Results for CC(=O)c1ccc(Cc2ccc(C(C)=O)cc2)cc1 : 9%	4%	-4	-14%	7%	1%	-23	0	0%
Results for Cc1ccc(Cc2nc3ccccc3nc2SCC(=O)NCc2ccccc2Cl)cc1 : 0%	nt	nt	3%	nt	nt	nt	7	13%

(cont.)
(11) CC(C(=O)O)n1c2ccccc2c2cn[nH]c(=O)c21 (centres undefined)
(12) CCCCc1nnc(NC(=O)CN2C(=O)C3CCCCC3C2=O)s1 (centres undefined)
(13) COc1ccc(NC(=O)c2cc(-c3ccc(F)cc3OC)n[nH]2)cc1OC
(14) S=C(NCCc1ccccc1)N/N=C/c1c(Cl)cccc1Cl
(15) Cc1cc(=O)c2c(N(C)C)cccc2[nH]1
(16) O=C(NC1CCS(=O)(=O)C1)c1ccc(Br)o1 (centres undefined)
(17) CCc1cccc(NC(=O)C(Cc2ccccc2)NS(=O)(=O)c2cccs2)c1 (centres undefined)
(18) CCCCCN(C(=O)CCC(=O)OCC(=O)NCc1cccc(OC)c1)c1c(N)n(CCCC)c(=O)[nH]c1=O
(19) Cc1ccc(S(=O)(=O)N2CC=C(c3ccc(F)cc3)CC2)cc1
(20) CC(C)Nc1nc(NCCN2CCNC2=O)c2sccc2n1
Compound	11	12	13	14	15	16	17	18	19	20
GLP1R ag	-7%	-3%	4%	?	7%	1%	-2%	1%	0%	5%
HT1080-NT tox	2%	3%	-24%	-8%	0%	15%	nt	6%	-1%	13%
IL1B secr inh	29	8	-26	12	-3	6	nt	-2	-5	34
KB-V1 MDR tox	28%	-1%	4%	-24%	-18%	15%	?	10%	?	9%
HT1080 IDH1KD tx	-2%	2%	?	-11%	5%	19%	nt	7%	-2%	0%
SW480 rerep	?	-2%	nt	-5%	nt	-2%	nt	-1%	6%	nt
D3 antag	-4	4	0	?	12	-12	nt	7	16	7
D3 ag	12	4	-4	-6	4	-3	-16	0	-2	8
KB-3-1 tox	6%	7%	-3%	-2%	0%	1%	-17%	-3%	-1%	0%

Part of the list above in order of number of heavy atoms, ascending:
(16) O=C(NC1CCS(=O)(=O)C1)c1ccc(Br)o1 (centres undefined)
(19) Cc1ccc(S(=O)(=O)N2CC=C(c3ccc(F)cc3)CC2)cc1
(18) CCCCCN(C(=O)CCC(=O)OCC(=O)NCc1cccc(OC)c1)c1c(N)n(CCCC)c(=O)[nH]c1=O
Compound	16	19	18
GLP1R ag	1%	0%	1%
HT1080-NT tox	15%	-1%	6%
IL1B secr inh	6	-5	-2
KB-V1 MDR tox	15%	?	10%
HT1080 IDH1KD tx	19%	-2%	7%
SW480 rerep	-2%	6%	-1%
D3 antag	-12	16	7
D3 ag	-3	-2	0
KB-3-1 tox	1%	-1%	-3%

More entries follow:
(21) COc1ccccc1-c1cc(C(=O)NCc2ccco2)no1
(22) COc1ccc(C(=O)N/N=c2\oc3ccccc3cc2C(=O)NCc2ccccc2)cc1
(23) CCOC(=O)c1c[nH]n2c(=O)cc(C)nc12
(24) COc1ccccc1CNC(=O)CSC(=S)N1CCCC1
(25) Cc1cc(C)n(-c2ccc(C(=O)Nc3cccc([N+](=O)[O-])c3)cc2)n1
(26) COC(=O)C1=C(CS(=O)(=O)c2ccccc2)NC(=O)NC1c1ccccc1 (centres undefined)
(27) CC(C)(C)c1ccc(C(=O)NCCCN2CCN(CCCNC(=O)c3ccc(C(C)(C)C)cc3)CC2)cc1
(28) Cc1cc2ccccc2c(=O)n1CC(=O)NCc1ccco1
(29) COc1cc(Cl)c(C)cc1NC(=O)CCN1C(=O)NC(C)(C)C1=O
(30) Nc1c(C(=O)Nc2ccc3c(c2)OCCO3)nnn1Cc1ccc(Cl)cc1
Compound	21	22	23	24	25	26	27	28	29	30
GLP1R ag	7%	0%	5%	9%	5%	2%	-23%	2%	9%	1%
HT1080-NT tox	3%	6%	12%	-8%	?	30%	18µM*	1%	3%	-17%
IL1B secr inh	-14	-5	20	-4	?	10	-81*	0	9	4
KB-V1 MDR tox	6%	-25%	15%	14%	?	16%	18µM*	16%	0%	-13%
HT1080 IDH1KD tx	-4%	13%	5%	1%	-14%	26%	?	4%	3%	-7%
SW480 rerep	16%	-10%	-3%	-23%	-2%	20%	?	6%	?	-4%
D3 antag	-19	8	-26	-13	-27	-4	0	1	6	-8
D3 ag	-23	5	8	-8	-13	1	-5	-4	6	-6
KB-3-1 tox	22%	17%	1%	14%	-17%	-3%	?	-4%	-2%	-2%

(31) Cc1ccc(/C=C/c2nc3ccccc3c(=O)[nH]2)cc1
(32) COc1ccc(-c2c(NCCc3ccccc3)c(=O)c2=O)cc1
(33) CC1(C)Cc2cccc(Oc3ccc(S(=O)(=O)N4CCCC4)cn3)c2O1
(34) Nc1cccc(Nc2ccccc2)c1
(35) COc1ccc(C(=O)Oc2c(CN3CCOCC3)cc(Cl)c3cccnc23)cc1OC
(36) COc1ccc(-c2cc(C(=O)N3CCN(c4ncccn4)CC3)c3ccccc3n2)cc1OC
(37) CN(C(=O)c1ccc(NC(=O)Cc2ccc(NC(=O)C3CCN(S(=O)(=O)c4cccc([N+](=O)[O-])c4)CC3)cc2)cc1)C1CCCC1
(38) C=CCN1C(=O)C2(C(C#N)=C(N)Oc3n[nH]c(CCC)c32)c2ccccc21 (centres undefined)
(39) COc1cc(NC(=O)C2CCC(CNS(=O)(=O)c3csc(C(N)=O)c3)CC2)cc(OC)c1 (centres undefined)
(40) O=C(COc1ccccc1)Nc1nnc(-c2ccc(Cl)cc2)o1
Compound	31	32	33	34	35	36	37	38	39	40
GLP1R ag	0%	3%	9%	0%	8%	0%	4%	-2%	7%	-19%
HT1080-NT tox	-5%	11%	8%	11%	21%	-15%	-10%	8%	-2%	-4%
IL1B secr inh	-11	32	16	20	0	?	0	-6	0	2
KB-V1 MDR tox	-3%	-2%	?	5%	?	0%	6%	14%	0%	6%
HT1080 IDH1KD tx	-12%	14%	11%	3%	10%	-2%	-9%	6%	0%	-10%
SW480 rerep	?	-3%	-9%	-10%	-15%	8.2µM*	-3%	0%	-5%	-3%
D3 antag	-16	-20	-8	0	-13	49	-26	3	-8	-14
D3 ag	-5	4	6	-1	-6	10	-3	5	2	-3
KB-3-1 tox	-24%	-2%	-10%	11%	?	-6%	-6%	2%	-3%	-8%

(41) COc1ccccc1NC(=O)Cn1nc(C)n2cccc2c1=O
(42) CCc1nnc(NC(=O)C(C)C)s1
(43) O=S(=O)(Nc1ccccn1)c1cnc(Cl)c(Br)c1
(44) COc1cc(Cl)ccc1OC1(C)CCN(Cc2cccn2-c2nccs2)C1 (centres undefined)
(45) CC(=O)c1c(C)[nH]c(C(=O)NCCN2CCC(C)CC2)c1C
(46) CCCn1c(=O)c2ccccc2n2c(SCc3c(C(=O)OCC)oc4ccccc34)nnc12
(47) Cc1cc(N2CCOCC2)ccc1/C=C1\NC(=O)N(Cc2ccccc2F)C1=O
(48) Cc1cccc2sc(NNC(=O)c3ccc(S(=O)(=O)N4CC(C)CC(C)C4)cc3)nc12 (centres undefined)
Compound	41	42	43	44	45	46	47	48
GLP1R ag	0%	6%	2%	-7%	-8%	-3%	4%	-2%
HT1080-NT tox	-4%	1%	13%	?	3%	-20%	1%	?
IL1B secr inh	0	0	5	-19	12	-10	-7	122
KB-V1 MDR tox	-4%&0%	-5%	4%	-26%	1%	11%	?	2%
HT1080 IDH1KD tx	-14%	-1%	0%	?	9%	1%	3%	16µM*
SW480 rerep	-13%	-3%[9.22 µM]	6%	nt	-5%	8%	7%	9.2µM*
D3 antag	5	2	-25	12	-51*	16	13	52
D3 ag	-5&-16	-8	-3	-8	-19	6	2	19
KB-3-1 tox	-17%&-5%	-19%	5%	0%	13%	-7%	1%	?
